High-throughput results as filed in PubChem.
POLH inh – inhibitors of human DNA polymerase eta; Potency, µM (titrated, usually from 114 µM), without a hit: at the highest dose activity change, negative = inhibition, usual class: inhibitors; Q9Y253; 1.2% of 390,000 active; recombinant Pol eta, fluorescent DNA replication assay; further: potency means the concentration at half of the fitted maximal effect; on the % scale 0 is the no-effect control and ±100 the full control effect
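Pol eta (10 nM) was preincubated with compounds for 15 min at room temperature, after which fluorescent replication substrate (50 nM final) was added to start the reaction. Fluorescence was read kinetically at 0 and 10 min.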
POLK inh – inhibitors of human DNA polymerase kappa; Q9UBT6; purified Pol kappa, fluorescent DNA synthesis assay, 10 min; Potency, µM (top dose mostly 107 µM), inactives show at the top dose activity, negative = inhibition, usual class: inhibitors; 0.53% of 400,000 active; further: potency means the concentration at half of the fitted maximal effect; on the % scale 0 is the no-effect control and ±100 the full control effect
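Activity was followed as the change in fluorescence between reads at 0 and 10 min after starting the reaction with 50 nM substrate. Beforehand, 10 nM polymerase had been preincubated with compound for 15 min at room temperature.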
Anesthetic bind – binds horse apoferritin like a general anesthetic; P02791; apoferritin/1-aminoanthracene competitive binding, fluorescence; Potency, µM (highest dose often 77.5 µM), for the others: top-dose activity change, negative = displacement, usual class: inhibitors; 0.074% of 350,000 active; further: potency means the concentration at half of the fitted maximal effect; on the % scale 0 is the no-effect control and ±100 the full control effect; nearly all actives have a fitted effect of over 20% in size
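Probe: 1-aminoanthracene (50% saturated, PBS). Protein: horse-spleen apoferritin, 10 uM. Incubation: 10 min, room temperature. Detection: 380 nm excitation, 535 nm emission. Analysis: normalized response, four-parameter Hill.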
RXFP1 antagonist – blocks the human relaxin receptor RXFP1; Q9HBX9; HEK293-RXFP1, relaxin-stimulated cAMP HTRF, 30 min; stronger effect = lower value; activity change, negative = inhibition, % at 57.5 µM; 0.59% of 350,000 active; AID 1259400;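 active means activity change of -60% or lower, but not beyond a set lower limit; inconclusive means change between -60% and -40%, or beyond the set limit; inactive means change above -40%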; further: on the % scale 0 is the no-effect control and ±100 the full control effect
BLM inh – inhibitors of human Bloom syndrome helicase BLM; recombinant BLM DNA unwinding, fluorescence dequenching; 0.2% of 350,000 active; P54132; Potency, µM (titrated, usually from 56.1 µM), inactives show at the highest dose activity change, negative = inhibition, actives largely listed as inhibitors; AID 2528;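 further: potency means the concentration at half of the fitted maximal effect; plate controls were vehicle for no effect and no enzyme for full effect; nearly all actives have a fitted effect of over 35% in size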
Target sequence (P54132 whole entry, looked up): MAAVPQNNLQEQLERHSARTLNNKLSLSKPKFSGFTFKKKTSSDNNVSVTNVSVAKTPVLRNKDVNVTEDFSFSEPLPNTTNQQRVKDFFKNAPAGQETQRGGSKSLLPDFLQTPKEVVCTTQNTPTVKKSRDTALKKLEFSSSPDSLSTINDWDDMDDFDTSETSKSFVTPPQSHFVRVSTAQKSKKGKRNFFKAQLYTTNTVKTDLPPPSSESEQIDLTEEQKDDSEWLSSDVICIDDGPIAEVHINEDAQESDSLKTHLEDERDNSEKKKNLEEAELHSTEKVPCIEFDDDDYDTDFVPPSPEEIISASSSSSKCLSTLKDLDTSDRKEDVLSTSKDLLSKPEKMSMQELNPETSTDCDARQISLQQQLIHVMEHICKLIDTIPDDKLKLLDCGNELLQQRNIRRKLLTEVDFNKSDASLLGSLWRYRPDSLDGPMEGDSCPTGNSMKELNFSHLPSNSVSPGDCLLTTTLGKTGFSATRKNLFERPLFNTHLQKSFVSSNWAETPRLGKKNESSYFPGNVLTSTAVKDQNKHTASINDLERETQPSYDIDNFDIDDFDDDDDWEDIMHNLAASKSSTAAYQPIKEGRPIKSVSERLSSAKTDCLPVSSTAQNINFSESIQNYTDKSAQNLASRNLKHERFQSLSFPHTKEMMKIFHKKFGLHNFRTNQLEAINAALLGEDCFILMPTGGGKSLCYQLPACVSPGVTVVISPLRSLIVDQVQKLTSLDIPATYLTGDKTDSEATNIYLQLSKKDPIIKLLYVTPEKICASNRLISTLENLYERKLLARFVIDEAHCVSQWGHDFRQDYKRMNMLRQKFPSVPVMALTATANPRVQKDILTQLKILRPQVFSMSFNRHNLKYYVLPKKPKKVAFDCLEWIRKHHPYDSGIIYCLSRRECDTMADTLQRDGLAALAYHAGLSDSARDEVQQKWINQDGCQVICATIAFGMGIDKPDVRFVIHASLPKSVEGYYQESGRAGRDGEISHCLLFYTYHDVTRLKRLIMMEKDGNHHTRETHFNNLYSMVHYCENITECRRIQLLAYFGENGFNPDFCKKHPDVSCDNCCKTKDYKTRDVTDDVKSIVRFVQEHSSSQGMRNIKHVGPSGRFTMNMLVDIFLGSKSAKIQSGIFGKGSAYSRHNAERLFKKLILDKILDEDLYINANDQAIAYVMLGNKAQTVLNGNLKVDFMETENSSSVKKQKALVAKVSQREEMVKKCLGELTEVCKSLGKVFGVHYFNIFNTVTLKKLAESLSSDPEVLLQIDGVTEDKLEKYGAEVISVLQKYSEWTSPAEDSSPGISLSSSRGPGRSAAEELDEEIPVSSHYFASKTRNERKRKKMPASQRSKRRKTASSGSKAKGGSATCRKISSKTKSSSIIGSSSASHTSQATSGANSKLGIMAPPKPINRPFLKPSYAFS
Tb PGK inh – inhibitors of T. brucei phosphoglycerate kinase; PGK/GAPDH coupled, Kinase-Glo luminescence, 60 min; P07378; Potency, µM (series often up to 57.5 µM), inactives show at the top dose activity change, negative = inhibition, actives largely listed as inhibitors; AID 602233; 0.043% of 380,000 active; further: potency means the concentration at half of the fitted maximal effect; on the % scale 0 is the no-effect control and ±100 the full control effect; nearly all actives have a fitted effect of over 60% in size
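Luminescent ATP detection (Kinase-Glo Plus) follows a 60-minute room-temperature incubation, with wells lacking PGK as controls. Buffer: 100 mM TEA (pH 7.6), 5 mM MgCl2, 0.01% Tween-20. Coupling enzyme GAPDH (100 nM final) supplies unstable 1,3-BPG in-well.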
APE1 inh – blocks human APE1 abasic DNA cleavage; recombinant APE1, TAMRA/BHQ-2 abasic DNA cleavage fluorescence; Potency, µM (top dose mostly 65.8 µM), for inactives: at the highest dose activity change, negative = inhibition, actives largely listed as inhibitors; 0.35% of 350,000 active; AID 2517;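 further: potency means the concentration at half of the fitted maximal effect; plate controls were vehicle for no effect and reference inhibitor for full effect; nearly all actives have a fitted effect of over 55% in size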
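Compound pre-exposure to 0.75 nM APE1, 15 min at ambient temperature. Reaction initiated with 50 nM TAMRA/BHQ-2 THF substrate, read immediately in kinetic mode, 525 nm excitation, 598 nm emission.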
Pol beta inh – DNA polymerase beta (human) inhibition | P06746 | Pol beta primer extension/strand displacement, fluorescence kinetic | Potency, µM (doses to about 114 µM), for the others: top-dose activity change, negative = inhibition, hits mostly inhibitors | 1.3% of 340,000 active | AID 485314; further: potency means the concentration at half of the fitted maximal effect; on the % scale 0 is the no-effect control and ±100 the full control effect
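Preincubation: enzyme (10 nM) with compound, 15 min, RT. Reaction: substrate added to 50 nM final. Reads: 0 and 10 min. Analysis: normalized, Hill fit.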
Pol iota inh – inhibitors of human DNA polymerase iota | Pol iota fluorescent replication assay, 10 min | 1% of 390,000 active | Potency, µM (doses to about 115 µM), without a hit: top-dose activity, negative = inhibition, most hits filed as inhibitors | AID 588590; further: potency means the concentration at half of the fitted maximal effect
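Pol iota at 10 nM preincubated 15 min with compounds at room temperature; reaction started with fluorescent substrate, 50 nM final. Fluorescence read kinetically at 0 and 10 min; buffer-only wells as negative control.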
An asterisk follows results filed as active; i = inactive; ? = inconclusive; . = no result given; [ ] = dose if it differs, or a comment. Unless noted, the call rests on the fitted dose curve; in most records, active means well fitted curve in the direction sought with a large enough effect; inconclusive means small, poorly fitted or top-dose-only effect, or another doubt; inactive means no such curve, though single readings can be large; an effect the other way counts as inactive or inconclusive.

canonical_smiles,POLH inh,POLK inh,Anesthetic bind,RXFP1 antagonist,BLM inh,Tb PGK inh,APE1 inh,Pol beta inh,Pol iota inh
Cc1ccc(S(=O)(=O)n2nc(OC(=O)c3ccccc3F)cc2N)cc1,-16%,-26%,-15%,-9,-10%,-4%,13%,9%,115%[activator]
Cc1ccc(CN2CCC(n3nccc3NC(=O)C3CCOC3)CC2)cc1 (stereo not given),-20%,-3%,-3%,-7,0%,3%,17%,25%,16%
CCCCN(C(=O)CSCC(=O)Nc1ccc(OC)cc1)c1c(N)n(CC(C)C)c(=O)[nH]c1=O,-16%,-1%,.,-8,.,6%,.,.,45%[activator]
COC(=O)c1nnc(-c2ccccc2)c(-c2ccccc2)n1,-20%,-5%,-13%,-8,-1%,4%,13%,-15%,28%
COCCCNc1ncnc2sc3c(c12)CCC(C)C3 (stereo not given),-13%,-5%,-4%,2,1%,-7%,3%,1%,4%
O=C1NC(=O)C2(COC(c3cccnc3)OC2)S1 (stereo not given),-4%,0%[60.1 µM],-12%,-3,7%,i,-2%,0%,11%
COc1cccc(/C=N/NC(=O)c2csc(-n3nc(C)cc3C(F)(F)F)n2)c1,-14%,0%,-10%,4,-2%,1%,-3%,?,15%
C[C@]1(C(=O)O)Cc2oncc2C[C@@H]1C(=O)O,-11%,3%,-4%,0,-1%,-4%,-6%,-11%,154%[activator]

canonical_smiles,POLH inh,POLK inh,Anesthetic bind,RXFP1 antagonist,BLM inh,Tb PGK inh,APE1 inh,Pol beta inh,Pol iota inh
Cc1ccc(NC(=O)NNC(=O)c2sccc2-n2cccc2)cc1,-12%,-2%,-21%,-4,-5%,10%,-2%,3%,2%
Cc1onc(-c2c(F)cccc2Cl)c1C(=O)Nc1ccc(OC(C)C)cc1,-11%,3%,-8%,-27,-6%,2%,.,26%,5%
O=C(c1ccco1)c1cn(CCOc2ccc(F)cc2)c2ccccc12,-11%,-7%,-6%,-23,-7%,-1%,.,0%,6%
CCOC(=O)C(=CN(CCc1ccccc1)CC(=O)OC)C(=O)OCC,-16%,7%,-8%,.,3%,-2%,?,-2%,-7%
COC(=O)c1c(NC(=O)CN2CCN(C(=O)c3ccco3)CC2)c2c(C)cccc2n1C,-15%,-4%,?,-8,1%,-4%,0%,1%,7%
CC(C)(C)OC(=O)C[C@H]1C/C=C\C[C@@H](CC(=O)N(CCO)Cc2ccccc2)C(=O)NC[C@H](c2ccccc2)OC1=O,-12%,4%,.,.,.,0%,-26%,.,15%
COC(=O)[C@@H](NC(=O)NC1CCCc2ccccc21)C(C)C (stereo not given in full),-10%,3%,4%,20,-2%,-1%,1%,-3%,32%[activator]
Cc1ccc(-c2nc(-c3ccccn3)no2)cc1,-7%,-6%,-18%,0,-4%,?,-5%,10%,7%

canonical_smiles,POLH inh,POLK inh,Anesthetic bind,RXFP1 antagonist,BLM inh,Tb PGK inh,APE1 inh,Pol beta inh,Pol iota inh
Cc1c(Cl)cccc1NC(=S)NCC(O)c1ccccc1 (stereo not given),3%,-6%,-4%,-11,0%,2%,8%,-1%,81%[activator]
CCOC(=O)N1CCC(NC(=O)C2CCN(S(=O)(=O)N3CCC(C)CC3)CC2)CC1,-21%,-1%,1%,7,-3%,25%,-7%,8%,-24%[58.9 µM]
COc1ccc(CNC(=O)C2CCN(C(=O)c3sccc3-n3cccc3)CC2)cc1,-9%,9%,1%,-7,2%,-1%,58%[activator],39%,29%
CCCNC(=O)Cn1cnc([N+](=O)[O-])n1,-3%,-6%,-6%,3,-3%,-10%,-1%,1%,10%
CCC(Sc1nc2n[nH]c(C)c2c(=N)n1-c1cc(Cl)ccc1C)C(=O)N1CCOCC1 (stereo not given),-19%,-14%,-5%,3,-5%,4%,-4%,8%,15%
COc1cccc(N/N=C/c2cccc(Br)c2O)c1,-10%,-2%,6%,-9,-12%,1%,-4%,-23%,45%[activator]
Cc1ccc(C)c(SCC(=O)Nc2ccc(S(=O)(=O)Nc3ncccn3)cc2)c1,50µM*,0%,-5%,-7,-11%,-5%,-3%,?,?
O=S(=O)(Nc1cccc(-n2cnnn2)c1)c1ccc(Cl)nc1,-6%,-6%,-7%,18,-3%,3%,11%,27%,-7%

canonical_smiles,POLH inh,POLK inh,Anesthetic bind,RXFP1 antagonist,BLM inh,Tb PGK inh,APE1 inh,Pol beta inh,Pol iota inh
Cc1ccc(NC(=O)c2cc(S(=O)(=O)NCCc3ccc(Cl)cc3)ccc2F)cc1,-6%,-6%[60.1 µM],?,-21,-9%,-3%,.,1%,-9%
CC(C)(C)c1ccc(C(=O)Nc2ccccc2NC(=O)c2ccco2)cc1,?,1%,-11%,-8,-13%,i,6%,-6%,-12%
O=C(COC(=O)c1cccc(Cl)c1)NCCN1C(=O)CSC1=O,-15%,1%,-13%,-6,-1%,-9%,-1%,12%,-1%
O=C(CN1C(=O)NC2(CCCCCC2)C1=O)NCc1ccc(F)cc1,-5%,-12%,.,-5,.,-1%,20%,.,86%[activator]
Cc1ccc(OCC(=O)N2CCN(S(C)(=O)=O)CC2)cc1,-25%,3%,2%,-25,-19%,-6%,-3%,0%,24%
COc1ccc(CNc2ccc3c(c2)ncn3C)cc1OC,-15%,6%,-1%,4,-3%,-1%,25%,40%[activator],-5%
O=C(Cn1nnc2ccccc21)NC1CCCCC1,-13%,0%,-13%,-3,0%,0%,4%,3%,9%
Cc1ccc2nsnc2c1NC(=O)c1ccc([N+](=O)[O-])o1,5%,-8%,-4%,-5,-1%,6%,15%[12.4 µM],-1%,66%[activator]

canonical_smiles,POLH inh,POLK inh,Anesthetic bind,RXFP1 antagonist,BLM inh,Tb PGK inh,APE1 inh,Pol beta inh,Pol iota inh
CC(C)C(NS(=O)(=O)c1ccc2c(c1)oc(=O)n2C)C(=O)N1CCN(c2ccccc2F)CC1 (stereo not given),-25%,-1%,-8%,.,1%,6%,-6%,-2%,20%
CC(C(=O)N1CCCCC1)N(C)CC(=O)Nc1cccc(F)c1 (stereo not given),-10%,4%,.,3,.,-5%,17%,.,1%
CCCc1cc(C(=O)Nc2cccc([N+](=O)[O-])c2)cs1,-4%,-17%,-20%,-4,-10%,6%,-8%,7%,-8%
O=C(N/N=C/c1ccncc1)C1CC1C(=O)N/N=C/c1ccncc1 (stereo not given),-19%,0%,5%,-4,5%,0%,4%,7%,27%
Cc1ccc(Oc2ccc(S(=O)(=O)N3CCOCC3)cc2C(N)=O)cc1C,3%,-8%,-5%,3,-3%,0%,5%,5%,26%
CC(=O)OCC(=O)[C@@]1(O)CC[C@H]2[C@@H]3CCC4=CC(=O)C=C[C@]4(C)[C@H]3C(=O)C[C@@]21C,-18%,12%,1%,6,-1%,.,81%[activator],1%,-12%
CCc1ccc(NC(=O)Cn2c(=O)n(CCCCC(=O)NCc3ccc4c(c3)OCO4)c(=O)c3ccccc32)cc1,-18%,-1%,?,.,-4%,-6%,.,?,7%
O=C(COc1ccc(F)cc1)OCCN1CCOCC1,-23%,-6%,1%,-3,-4%,2%,-4%,0%,4%

canonical_smiles,POLH inh,POLK inh,Anesthetic bind,RXFP1 antagonist,BLM inh,Tb PGK inh,APE1 inh,Pol beta inh,Pol iota inh
COc1ccc(CCNC(=O)c2c[nH]c3ccccc3c2=O)cc1OC,-10%,0%,-22%,2,1%,-7%,-4%,2%,-2%
COc1ccc(OC)c(NS(=O)(=O)c2c(C)nc3sccn3c2=O)c1,-17%,-5%,-11%,.,-3%,-4%,20%,20%,7%
CCc1cccc(CC)c1NC(=O)COC(=O)CC1c2ccccc2CCN1S(=O)(=O)c1ccc(F)cc1 (stereo not given),-20%,-4%,36%[activator],-3,-3%,-5%,-1%,-27%,9%
Cc1ccc(NC(=O)CCC(=O)N/N=C/c2cccnc2)cc1,-4%,-16%,-20%,-5,-2%,-3%,1%,-20%,6%
CCc1cc(=O)oc2cc(C)cc(OCC(=O)NC(Cc3c[nH]c4ccc(O)cc34)C(=O)O)c12 (stereo not given),?,-18%,-8%,.,0%,4%,4%,-10%,?
Cc1ccc(C2=N/C(=C/c3cccs3)C(=O)N2Nc2ccccc2)cc1,0%,-4%,?,-29,-13%,.,-4%,2%,?
CCOc1ccc(-n2c(SCC(=O)Nc3ccccc3OC)nc3c(oc4ccccc43)c2=O)cc1,-6%,-3%,-2%,.,-12%,7%,.,29%,-11%
O=C(COC(=O)Cn1cnc2ccccc2c1=O)Nc1ccc2c(c1)OCO2,-5%,-1%,?,-8,0%,-1%,-1%,-15%,56%[activator]

canonical_smiles,POLH inh,POLK inh,Anesthetic bind,RXFP1 antagonist,BLM inh,Tb PGK inh,APE1 inh,Pol beta inh,Pol iota inh
CCC1(c2ccc(F)cc2)NC(=O)N(CC(=O)N2CCOCC2)C1=O (stereo not given),-17%,-2%,-11%,2,1%,-6%,5%,-10%,14%
CCN(C(=O)CN1CCC(C)CC1)c1c(N)n(Cc2ccccc2)c(=O)[nH]c1=O,-6%,-9%,.,1,.,10%,16%,.,16%
COc1ccc(NC(=O)CCNC(=O)Cn2cnc3sc4c(c3c2=O)CCCC4)cc1OC,-12%,6%,53%[activator],-1,-1%,-2%,5%,38%,26%
Cc1cc(NC(=O)c2ccccc2Cl)no1,2%,-8%,-11%,-6,-6%,-7%,18%,14%,12%
Cc1ccc(C(=O)N2CC(=O)Nc3ccc(Br)cc3C2c2ccc(F)cc2)cc1C (stereo not given),-22%,-1%,-1%,-31,-12%,-5%,.,-5%,9%
C/C(=N\NC(=O)c1ccc(Br)cc1)c1cccc(NC(=O)c2cccnc2)c1,-16%,-9%,-14%,-1,-3%,8%,-2%,12%,39%[activator]
Cc1ccc(CNC(=O)C2CCN(c3nn4cc(-c5ccc(F)cc5)nc4s3)CC2)cc1,0%,-17%,-6%,-1,-2%,5%,.,-2%,11%

This is a subset; rates above refer to the full screens.
